# PfHsp90 set2: inhibits growth of yeast expressing Plasmodium falciparum Hsp90; S. cerevisiae expressing PfHsp90, BacTiter-Glo ATP, 48 h; yeast lacking PDR1 and PDR3 efflux regulators; inhibition, % at 9.4 µM; hit rate 0.32% among 310,000;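 active = every replicate shows inhibition above about 80%, whatever the replicate mean, limit read from the data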;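 note: 0% = DMSO neutral controls and 100% = 20 µM radicicol positive controls; yeast relying on Plasmodium falciparum Hsp90 in place of its own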
# Mot1-301 SUMO: blocks SUMOylation pathway, rescuing yeast Mot1-301 growth; S. cerevisiae Mot1-301 growth rescue, ATP luminescence, 38.5C; percent above DMSO median, 100 means doubled; growth rescue, % at 18.8 µM; hit rate 1% among 320,000; AID 2716;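 active = every valid replicate shows activation above 250% relative to neutral control wells; inactive = the rest, any valid replicate at or below 250%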;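 note: OY570 slx delta 5 strain wells were the positive control but not used for scaling; some compounds called inactive have numbers as strong as hits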
# Arr AP2 block: human beta-arrestin and AP2 interaction inhibition; FITC-arrestin peptide / GST-AP2 beads, flow cytometry; AP2 beta2 appendage carries R879A mutation; inhibition, % at 10 µM; hit rate 0.31% among 340,000; AID 504490;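 active = inhibition above a set limit, near 3 SD of compounds lacking own fluorescence, cut at about 54% in these data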;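 note: plate controls were DMSO wells for no effect and 5 µM unlabelled arrestin peptide for full effect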
#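 Material – GST-tagged AP2 beta2-adaptin appendage (R879A) on 4 µm glutathione beads · Probe or stimulus – fluorescein-tagged arrestin peptide at 50 nM final · Timing – 12 min plus 1 h, RT · Detection – bead flow cytometry, FITC channel · Read-out basis – inhibition as reduced fluorescein signal on beads, percent · Medium – PBS plus Tween 20 (0.05%) and BSA (0.1%)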
# phage Ecoli inh: E. coli growth loss with phage present; hit rate 0.26% among 360,000; AID 651602; inhibition, % at 11.9 µM; growth absorbance; in the data active = inhibition above about 11%
# DSG3 Ab inh: human desmoglein-3 autoantibody binding inhibition; P32926; DSG3-coupled beads, scFv-anti-DSG3-GFP binding, flow cytometry; active compounds read low; binding (percent of control), % at 10 µM; hit rate 0.48% among 310,000;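 active = binding more than 3 SD below its plate's average and above zero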;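 note: hits lower antibody fragment binding to DSG3; some compounds called inactive have numbers as strong as hits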
# Target sequence (P32926 whole entry, looked up, the tested form may be a part): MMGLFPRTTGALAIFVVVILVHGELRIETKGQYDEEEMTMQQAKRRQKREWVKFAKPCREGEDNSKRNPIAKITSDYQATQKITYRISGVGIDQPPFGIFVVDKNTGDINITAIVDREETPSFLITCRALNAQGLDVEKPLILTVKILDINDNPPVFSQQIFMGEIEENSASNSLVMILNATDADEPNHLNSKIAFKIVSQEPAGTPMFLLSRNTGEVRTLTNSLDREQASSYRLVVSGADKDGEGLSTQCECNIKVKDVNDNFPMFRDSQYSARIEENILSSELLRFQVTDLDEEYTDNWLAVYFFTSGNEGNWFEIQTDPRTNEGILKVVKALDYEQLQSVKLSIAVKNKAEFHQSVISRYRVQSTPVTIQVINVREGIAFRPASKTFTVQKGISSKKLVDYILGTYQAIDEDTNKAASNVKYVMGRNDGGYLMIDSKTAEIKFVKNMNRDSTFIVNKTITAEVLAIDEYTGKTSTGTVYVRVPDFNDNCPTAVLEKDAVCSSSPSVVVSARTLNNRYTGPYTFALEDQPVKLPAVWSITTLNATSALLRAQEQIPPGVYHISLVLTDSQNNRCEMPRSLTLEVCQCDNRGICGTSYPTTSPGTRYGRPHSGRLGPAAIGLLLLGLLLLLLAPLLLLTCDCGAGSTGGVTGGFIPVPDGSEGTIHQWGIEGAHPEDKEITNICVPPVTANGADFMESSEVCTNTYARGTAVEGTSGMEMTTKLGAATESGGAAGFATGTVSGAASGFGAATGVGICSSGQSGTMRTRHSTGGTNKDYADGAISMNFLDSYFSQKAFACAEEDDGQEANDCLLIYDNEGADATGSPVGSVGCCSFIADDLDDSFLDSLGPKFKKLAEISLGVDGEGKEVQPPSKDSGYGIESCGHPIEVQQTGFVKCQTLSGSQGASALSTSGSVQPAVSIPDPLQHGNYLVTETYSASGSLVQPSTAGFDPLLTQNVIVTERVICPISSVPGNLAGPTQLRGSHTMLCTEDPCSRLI
# AddAB inh: less growth of phage-infected E. coli with AddAB | E. coli expressing H. pylori AddAB, absorbance growth | inhibition, % at 11.9 µM | hit rate 0.29% among 330,000 | AID 435030; in the data active = inhibition above about 12%;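 note: 0% = vehicle wells of infected cells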
# E coli growth: bacterial growth inhibition, counter-screen for AddAB inhibitors; E. coli V3065 growth, OD600 absorbance, 18 h; inhibition, % at 11.9 µM; AID 449728; hit rate 0.27% among 330,000;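 active = inhibition above the campaign's mean inhibition across all tested compounds plus 3 SD, cut at about 9.9% in these data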;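 note: uninfected addAB+ strain grown without phage in ampicillin broth; 0% = DMSO wells and 100% = ciprofloxacin 0.95 µg/ml wells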
# OPRM1-OPRD1 ag: agonists of human mu-delta opioid receptor heterodimerization; AID 504326; hit rate 0.3% among 340,000; P35372+P41143; activation, % at 9.3 µM; cells, OPRM1-OPRD1 heterodimerization, luminescence; in the data active = activation above about 18%;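 note: 0% = vehicle-treated cells and 100% = reference agonist; values of inactives mirror those of a sister screen read the other way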
# PKA-R1A activ: activators of PKA-R1A complex; P00514+P68181; PKA-R1A dissociation, Cy5-IP20 fluorescence polarization; scaled: DMSO 0%, 113 µM cGMP 100%; activation, % at 11.4 µM; hit rate 0.083% among 340,000; AID 504707;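 active = percent activation above the mean of all tested compounds plus 3 SD, cut at about 19% in these data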;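 note: higher means more PKAc released from R1A so a rise in polarization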
# OPRM1-OPRD1 inv: inverse agonists of human mu-delta opioid receptor heterodimerization; P35372+P41143; cell-based MOR-DOR heterodimer luminescence, inverse agonism; inhibition, % at 9.3 µM; hit rate 0.21% among 340,000; AID 504357; in the data active = inhibition above about 22%, passing the limit was not always enough;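 note: 0% = cells with DMSO and 100% = wells without cells with DMSO; values of inactives mirror those of a sister screen read the other way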
# Tat transport: E. coli Tat transport inhibition | E. coli MC4100 TorA-mCherry Tat export, fluorescence | inhibition, % at 10 µM | hit rate 0.036% among 340,000;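 active = mean replicate inhibition at least 50% and at least half of replicates individually reaching 50%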;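 note: exported cargo escapes ClpAP degradation while cytoplasmic cargo is degraded and loses fluorescence; 0% = median of neutral control wells and 100% = median of NaSCN control wells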
# Starred values were filed as active, the others as inactive; x = no result given.
# Results follow in this order: PKA-R1A activ	PfHsp90 set2	OPRM1-OPRD1 inv	OPRM1-OPRD1 ag	AddAB inh	E coli growth	Arr AP2 block	DSG3 Ab inh	Mot1-301 SUMO	phage Ecoli inh	Tat transport
1. CCC1CCc2sc(C(=O)NCC(c3ccccc3OC)N3CCCC3)cc2C1 (centres undefined)
    10.8	-10.3	-10.8	2.6	-1.6	0.0	-3.9	x	-0.1	-1.4	3.7
2. CCOC(=O)c1ccc(NC(=O)CNC(=O)C23CC4CC(CC(C4)C2)C3)cc1
    -10.7	47.6	-23.0	4.0	-1.5	-0.6	6.8	103.3	13.6	-0.7	-0.6
3. CN(Cc1ccccc1)C(=O)Cn1c(=O)oc2cc(S(=O)(=O)N3CCCC3)ccc21
    -4.5	9.4	10.5	-2.0	2.6	-0.5	-1.5	100.9	-1.3	3.0	1.2
4. C=CCCN(Cc1ccccc1)S(=O)(=O)c1cc(Br)ccc1Br
    -13.6	23.3	-5.9	1.0	0.8	2.0	7.1	98.0	3.5	3.7	-0.6
5. Cc1ccc2[nH]c(=O)c(CN(Cc3cccs3)C(=S)NCC3CCCO3)cc2c1 (centres undefined)
    -6.5	-4.9	-7.7	1.5	2.7	0.3	-22.6	102.6	34.2	2.4	1.2
6. CCN(C(=S)Nc1cccnc1)c1ccccc1
    -3.2	11.2	10.2	-2.0	3.5	0.0	3.2	103.8	2.1	-1.1	-8.4
7. O=C(NNC(=O)c1cc2ccccc2cc1O)Nc1ccc(F)cc1F
    -1.8	-5.9	7.6	-1.4	11.9	7.5	0.8	102.5	-7.1	11.1*	0.6
8. Cc1ccc2c(COC(=O)c3ccccc3Br)cc(=O)oc2c1
    -5.1	-1.0	-5.8	0.9	3.2	-3.5	8.5	x	-5.5	2.6	-0.6
9. CCCn1c(COc2ccccc2)nc2ccccc21
    4.1	3.1	4.7	-0.9	2.5	-1.9	38.4	110.3	8.6	3.0	1.2
10. COc1ccccc1Nc1nc(Cl)c(C=O)s1
    -22.9	x	8.8	-1.8	5.1	-0.3	10.1	121.9	187.0	0.5	-2.2
11. O=C(Nc1cccc2ncccc12)c1cc([N+](=O)[O-])ccc1Cl
    -0.6	5.0	-4.4	1.0	3.5	-0.3	6.4	106.5	0.4	2.5	3.8
12. Cc1cccn2c(=O)c(/C=N/O)c(N3CCCCC3)nc12
    3.2	-21.0	-15.9	2.8	-0.1	-3.0	-7.1	101.3	-3.1	x	-5.9
13. O=C(NCc1ccccc1Cl)C1CCN(S(=O)(=O)N2CCOCC2)CC1
    -11.9	28.3	7.3	-1.3	0.2	0.5	6.2	100.6	x	2.9	-18.1
14. O=C(COC(=O)/C=C/c1ccc2c(c1)OCO2)NCc1ccccc1
    -6.4	5.4	1.7	-0.4	0.3	-0.2	-2.0	106.8	-2.2	-1.5	14.4
15. O=C(COC(=O)CCC(=O)c1ccc(F)cc1)Nc1cccc(S(=O)(=O)N2CCOCC2)c1
    1.4	3.0	17.2	-3.8	-2.1	-2.5	1.0	77.6	-4.6	0.2	-0.7
16. O=C(O)Cn1nnnc1SCC(=O)Nc1ccc(F)cc1F
    -1.2	-11.9	5.6	-1.2	-0.5	-1.7	-14.7	105.3	2.9	1.7	0.4
17. CCc1ccc(C(=O)NNC(=O)c2c(CC)noc2C)cc1
    2.0	x	3.7	-0.6	1.7	2.8	-12.6	109.8	9.1	5.7	-2.4
18. N#Cc1nc(-c2cccs2)oc1N1CCN(c2ccccc2)CC1
    -2.4	13.3	7.0	-1.3	-0.4	-0.2	-12.4	98.5	2.7	2.4	4.3
19. COc1ccc(NC(=O)CCN2CCC(C)CC2)cc1
    3.6	-4.5	5.6	-0.9	0.8	3.2	15.8	x	-19.1	1.4	-6.3
20. CCOc1ccc(NC(=O)CS(=O)CC(=O)N(CC(=O)NC(C)(C)C)C2CCCC2)cc1 (centres undefined)
    -2.0	0.4	17.8	-2.9	-1.0	-0.9	26.2	92.3	-4.1	2.2	-3.2
21. COc1ccc2[nH]c(C)c(CCNC(=S)Nc3ccccc3C)c2c1
    5.8	18.6	-2.8	0.5	1.2	1.2	4.7	102.7	152.9	1.9	-1.0
22. Cc1ccc(C)c(S(=O)(=O)N(C)C2(C)CCS(=O)(=O)C2)c1 (centres undefined)
    2.8	14.5	7.8	-1.4	-0.2	0.3	6.8	114.4	4.2	-2.0	-4.9
23. O=C(CCNC(=O)c1ccccc1Cl)Nc1ccccc1N1CCCC1
    -0.9	-16.7	22.1	-4.3	3.5	1.4	-18.6	102.3	-15.6	0.1	-10.0
24. CCOC(=O)CCCNC(=O)CSc1nc2ccc(OCC)cc2[nH]1
    10.6	-2.1	7.0	-1.6	-0.2	-2.0	7.7	x	-2.5	-0.8	7.3
25. O=C(COC(=O)CCc1nc2ccccc2c(=O)[nH]1)Nc1ccccc1
    0.2	8.1	11.5	-2.2	1.3	0.4	9.8	109.8	-6.0	2.4	0.9
26. Cc1ccc(NC(=O)C(=O)NCCCN2CCOCC2)c(C)c1
    -21.7	-14.5	8.9	-1.8	1.4	1.5	6.9	95.5	-5.8	3.4	-9.3
27. O=c1ccnc(NCCc2ccccc2)[nH]1
    -4.1	11.4	12.8	-3.1	4.2	1.1	27.4	x	1.7	2.6	-4.6
28. CC(NC(=O)c1cc(Br)ccc1Cl)c1ccccc1 (centres undefined)
    -10.8	-5.7	8.1	-1.5	1.8	2.7	26.4	97.5	-1.9	4.2	0.0
29. CSCCC(/C(O)=C(\C#N)c1nc2ccccc2[nH]1)N1C(=O)c2ccccc2C1=O (centres undefined)
    -2.4	2.3	-263.5	57.7*	2.7	1.3	-13.1	x	2.9	1.5	8.7
30. Cc1ccc(OCc2ccc(C(=O)NCc3cccnc3)cc2)cc1C
    1.7	-7.5	-22.0	3.1	4.5	0.4	-5.7	110.9	3.3	7.8	-1.9

# Profiles, quoted from the list. Order of screens: PKA-R1A activ	PfHsp90 set2	OPRM1-OPRD1 inv	OPRM1-OPRD1 ag	AddAB inh	E coli growth	Arr AP2 block	DSG3 Ab inh	Mot1-301 SUMO	phage Ecoli inh	Tat transport
# Entry for CC(NC(=O)c1cc(Br)ccc1Cl)c1ccccc1 (centres undefined) : -10.8	-5.7	8.1	-1.5	1.8	2.7	26.4	97.5	-1.9	4.2	0.0
# Entry for O=c1ccnc(NCCc2ccccc2)[nH]1 : -4.1	11.4	12.8	-3.1	4.2	1.1	27.4	x	1.7	2.6	-4.6
# Entry for CCOc1ccc(NC(=O)CS(=O)CC(=O)N(CC(=O)NC(C)(C)C)C2CCCC2)cc1 (centres undefined) : -2.0	0.4	17.8	-2.9	-1.0	-0.9	26.2	92.3	-4.1	2.2	-3.2
# Entry for CCOC(=O)CCCNC(=O)CSc1nc2ccc(OCC)cc2[nH]1 : 10.6	-2.1	7.0	-1.6	-0.2	-2.0	7.7	x	-2.5	-0.8	7.3

# (next part)
# Results follow in this order: PKA-R1A activ	PfHsp90 set2	OPRM1-OPRD1 inv	OPRM1-OPRD1 ag	AddAB inh	E coli growth	Arr AP2 block	DSG3 Ab inh	Mot1-301 SUMO	phage Ecoli inh	Tat transport
31. COc1ccc2nc(SCC(=O)Nc3cc(C)on3)c(C#N)cc2c1
    10.2	-17.3	12.4	-1.9	-0.5	-0.8	2.5	x	0.2	0.6	-6.1
32. COc1cccc(NC(=O)CN2C(=O)COc3ccc(S(=O)(=O)N4CCC(C)CC4)cc32)c1
    -9.9	-15.1	-11.1	2.1	2.7	-1.4	-15.8	x	25.8	0.6	6.4
33. Cc1cc(C)c(NC(=O)CSc2nnc(-c3ccncc3)n2Cc2ccco2)c(Cl)c1
    -1.6	x	4.9	-0.9	1.4	0.5	7.6	102.4	-26.0	1.6	2.0
34. CCN1CCN(CCc2nc3cc(NC(=O)COc4ccccc4)ccc3n2C)CC1
    8.3	-5.4	13.8	-2.7	-1.4	-3.6	-12.0	83.5	-7.4	1.2	-9.4
35. O=C(Nc1c(C(=O)N2CCOCC2)cnn1-c1ccccc1)c1ccc(F)cc1
    6.4	-1.1	14.1	-2.6	0.6	1.3	6.2	77.9	-7.1	-3.1	-2.4
36. O=C(c1cnc2nc3ccccc3n2c1)c1cc(F)ccc1O
    -6.4	1.3	11.6	-2.3	4.1	1.1	14.7	99.7	4.3	2.8	2.8
37. C=CCn1c(CNc2ccccc2)nnc1SCC(=O)N/N=C/c1ccccc1O
    5.4	-7.6	10.6	-2.1	2.0	-2.6	-6.0	91.9	10.8	1.5	3.5
38. CCOC(=O)CSc1nnc(NC(=O)c2ccco2)s1
    -11.0	-28.6	12.2	-2.4	1.9	0.4	-0.8	106.8	-14.9	1.6	5.8
39. CN(C)C(=O)CSc1nnc(-c2ccc(S(=O)(=O)N3CCCC3)cc2)n1C
    7.0	6.0	-10.2	1.2	0.4	2.9	18.8	101.0	-8.2	1.2	-6.4
40. NC(=O)c1cc(Cl)ccc1OCC(=O)N1CCCc2ccccc21
    -3.6	-20.4	14.5	-2.8	2.8	-2.0	0.8	108.7	55.5	0.0	-3.7
41. Cn1c(N)c(C(=O)COC(=O)CSc2ccc(Cl)cc2)c(=O)n(C)c1=O
    0.8	x	-6.6	1.2	4.0	0.5	-10.7	107.5	-1.7	2.8	11.1
42. O=C(NCCCN1C(=O)c2ccccc2C1=O)OCc1ccccc1
    -1.1	x	3.1	-0.6	x	x	22.1	93.0	x	2.5	-2.9
43. COCCCNC(=O)CC(NS(=O)(=O)c1ccc(Cl)cc1)c1ccc(OC)cc1 (centres undefined)
    0.9	x	-32.5	5.4	2.5	-0.8	-4.1	98.9	3.2	0.3	2.5
44. COCCN(Cc1cc2cccc(C)c2[nH]c1=O)C(=O)c1ccccc1
    3.7	x	-31.8	5.5	2.2	1.6	4.9	106.3	16.4	0.1	-4.0
45. CCC1=Nc2cc(C(=O)NCCN3CCOCC3)ccc2Sc2ccc(Br)cc21
    -11.0	-2.2	5.0	-0.9	-2.5	-2.6	-4.5	105.7	15.5	0.3	1.2
46. COc1ccc(/C=C/C(=O)O/N=C(\N)c2cccnc2)cc1OC
    0.5	-32.7	-10.2	2.0	2.7	-1.4	-7.5	100.5	x	0.1	-3.7
47. Cc1ccc(S(=O)(=O)Cn2nnnc2C(C(C)C)N2CCN(C(=O)c3ccco3)CC2)cc1 (centres undefined)
    5.0	-5.7	7.8	-1.6	-2.1	-1.6	-4.2	x	-0.3	1.6	-0.4
48. COc1ccc(OC)c(N=Nc2c(O)c3ccccc3[nH]c2=O)c1
    11.2	9.4	-11.2	2.1	x	x	13.8	102.5	x	4.0	-3.8
49. Cc1ccc(C(=O)CSc2nsc(C)c2C#N)cc1
    -8.6	-9.3	11.4	-2.3	3.9	0.7	1.0	99.7	2.4	1.2	-4.7
50. COC(=O)CCc1c(C)[nH]c(=S)[nH]c1=O
    0.2	-0.5	9.8	-1.7	1.7	0.1	4.2	100.7	-7.0	2.7	4.7
